CIT2-GFP yeast: modulators of CIT2-GFP expression in yeast, primary screen, S. cerevisiae, GFP fusion, multiplex flow cytometry, MLPCN library. S. cerevisiae CIT2-GFP strain, 3 h; 100 means same as DMSO wells. GFP response vs DMSO, % at 10 µM. hit rate 0.065% among 320,000. AID 2029, 2009;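 active = GFP response relative to DMSO above a set limit, near the screen mean plus 3 SD, cut at about 150% in these data; inconclusive = Fewer than 70 cells measured for a yeast strain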;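 note: ratio of well median GFP fluorescence to mean of DMSO wells on the plate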
Fam108B counter: mouse Fam108B serine hydrolase inhibitors, primary screen, counter-screen for RBBP9 inhibitor project, biochemical, fluorescence polarization. recombinant Fam108B, FP-Rh probe fluorescence polarization. inhibition, % at 9.51 µM. hit rate 0.33% among 300,000;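 active = inhibition above the screen mean inhibition plus 3 SD, computed separately per campaign, cut at about 18% in these data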;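 note: inhibitors lower polarization as less probe binds the enzyme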
AGP1-GFP MLPCN: modulators of AGP1-GFP expression in yeast TOR pathway, primary screen, cell-based, multiplex flow cytometry, S. cerevisiae, MLPCN library; GFP response vs DMSO, % at 10 µM; hit rate 0.02% among 320,000; AID 2066, 2009; 3 h; GFP as percent of DMSO wells;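 active = GFP response relative to DMSO above a set limit, near screen average plus 3 SD, cut at about 150% in these data; inconclusive = fewer than 70 cells counted for the yeast strain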;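 note: median GFP channel fluorescence of the gated AGP1 strain per well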
MEX-5 binding: MEX-5 zinc finger RNA-binding disruptors – biochemical, C. elegans, fluorescence polarization, MLPCN library, primary screen. MEX-5/FITC-TCR2 RNA binding; hits give low values. Zinc finger protein mex-5 (Caenorhabditis elegans), Q9XUB2. activity score (negative = inhibition of binding), % at 10 µM. hit rate 0.38% among 300,000;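 active = inhibition past about -25% in most replicates, and total fluorescence under double the plate's negative control median, limit read from the data; inconclusive = replicates evenly split on the limit, or fluorescence at least double controls; inactive = too little inhibition in most replicates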;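 note: 0% = DMSO and -100% = 5 µM competing unlabeled TCR2 RNA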
Target sequence (Q9XUB2 whole entry, looked up): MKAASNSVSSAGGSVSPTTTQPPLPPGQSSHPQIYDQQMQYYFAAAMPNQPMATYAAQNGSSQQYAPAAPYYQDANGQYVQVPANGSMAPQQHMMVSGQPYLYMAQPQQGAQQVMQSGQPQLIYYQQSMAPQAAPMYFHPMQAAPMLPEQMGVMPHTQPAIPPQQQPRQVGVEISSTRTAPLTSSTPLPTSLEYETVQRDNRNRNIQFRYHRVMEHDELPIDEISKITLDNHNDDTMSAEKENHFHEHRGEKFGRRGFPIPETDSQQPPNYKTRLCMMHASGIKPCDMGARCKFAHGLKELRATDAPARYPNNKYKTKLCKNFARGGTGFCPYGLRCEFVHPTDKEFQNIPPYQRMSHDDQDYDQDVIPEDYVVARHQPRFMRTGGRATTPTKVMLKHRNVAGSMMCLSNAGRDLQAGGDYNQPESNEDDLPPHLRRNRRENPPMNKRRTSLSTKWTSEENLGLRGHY
VLA-4 inh: inhibition in human VLA-4 binding assay, primary screen, VLA-4 allosteric modulator project, MLPCN library, flow cytometry, VLA-4 expressing cells | hit rate 0.2% among 330,000 | ligand binding flow cytometry | inhibition, % (about 7 µM as worked out from the volumes in the protocol); in the data active = inhibition above about 50%
GRK2 aptamer HTS: compounds blocking aptamer binding on GRK2 – biochemical, human GRK2, bead flow cytometry, HTS, primary screen. inhibition of aptamer binding, % at 10 µM. Beta-adrenergic receptor kinase 1 (Homo sapiens), P25098. hit rate 0.59% among 330,000. AID 488847, 2010. FAM-aptamer displacement from GRK2;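 active = inhibition of aptamer binding above 40%, roughly 3 SD of noise, on plates passing a quality check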;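 note: median bead fluorescence of bound FAM aptamer so fluorescent compounds give negative values; no value below 0 was filed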
GLD-1 RNA inh: GLD-1/TGE RNA complex disruptors, primary screen, biochemical, fluorescence polarization; purified GLD-1 + fluorescein TGE RNA; hit rate 0.44% among 320,000; inhibition, % at 5.96 µM;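 active = percent inhibition above a per-plate cutoff, the plate mean of test compounds plus 3 SD, cut at about 30% in these data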;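 note: 0% = DMSO wells with GLD-1 and probe and 100% = wells lacking GLD-1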
MCL1-BIM inh: inhibitors of MCL1 binding to BIM-BH3, primary screen, biochemical, fluorescence polarization; inhibition, % at 10.9 µM; GST-MCL1 / FITC-Bim-BH3 fluorescence polarization; hit rate 0.68% among 320,000; Induced myeloid leukemia cell differentiation protein Mcl-1 (Homo sapiens), Q07820;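 active = inhibition above the mean inhibition of all tested compounds plus 3 SD, set per campaign, cut at about 40% in these data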;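 note: 0% = DMSO wells and 100% = unlabeled Bim-BH3 peptide control; higher means more loss of mP so more displacement of Bim peptide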
Target sequence (Q07820 whole entry, looked up): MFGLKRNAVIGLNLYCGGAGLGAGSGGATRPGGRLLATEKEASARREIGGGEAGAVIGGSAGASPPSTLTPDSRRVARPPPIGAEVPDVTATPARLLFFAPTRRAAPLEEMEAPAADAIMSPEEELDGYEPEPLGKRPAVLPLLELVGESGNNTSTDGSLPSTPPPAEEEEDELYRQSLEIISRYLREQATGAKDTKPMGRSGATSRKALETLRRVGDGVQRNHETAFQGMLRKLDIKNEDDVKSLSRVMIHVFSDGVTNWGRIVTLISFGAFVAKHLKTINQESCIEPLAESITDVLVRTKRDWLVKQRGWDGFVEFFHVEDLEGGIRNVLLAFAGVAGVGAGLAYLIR
BCLXL inh: inhibitors of human Bcl-xL, primary screen, biochemical, fluorescence polarization, HTS; Bcl-2-like protein 1 (Homo sapiens), Q07817; GST-Bcl-xL / FITC-Bim BH3 peptide fluorescence polarization; inhibition, % at 10.9 µM; hit rate 0.7% among 320,000; AID 2129, 2009;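 active = inhibition above the mean of all tested compounds plus 3 SD, cutoff set per campaign, cut at about 30% in these data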;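 note: 0% = DMSO wells and 100% = unlabeled Bim-BH3 peptide competitor; inhibitors lower millipolarization by displacing the labeled peptide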
Target sequence (Q07817 whole entry, looked up): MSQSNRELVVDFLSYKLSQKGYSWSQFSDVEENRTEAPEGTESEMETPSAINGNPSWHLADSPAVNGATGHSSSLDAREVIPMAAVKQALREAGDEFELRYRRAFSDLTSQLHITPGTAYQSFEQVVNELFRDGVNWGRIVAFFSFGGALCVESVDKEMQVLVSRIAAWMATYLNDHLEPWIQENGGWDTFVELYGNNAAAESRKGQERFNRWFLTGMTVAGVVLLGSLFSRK
* = called active by the depositor; ? = inconclusive; nt = no result given.

Second line of a record: CIT2-GFP yeast	Fam108B counter	AGP1-GFP MLPCN	MEX-5 binding	VLA-4 inh	GRK2 aptamer HTS	GLD-1 RNA inh	MCL1-BIM inh	BCLXL inh
COc1ccc(S(=O)(=O)N2CCCC(C(=O)NCc3ccc4c(c3)OCO4)C2)cc1 (centres undefined)
  102.9	-1.8	100.9	-0.7	2.2	6.0	-11.1	4.0	3.2
COc1ccccc1-n1c(SCC(=O)NC2CCCC2)nc2cccnc21
  112.3	2.0	108.2	0.5	-0.3	0.0	-0.4	-4.5	-6.0
O=C(NC1CC1)C1=C[C@@H](C2CCCCC2)C[C@@H](OCCCCO)O1
  92.8	-1.6	99.6	-0.1	43.3	4.0	1.0	-3.4	1.3
Cc1nc2ccccc2c(=O)n1CCCn1ccnc1
  78.3	1.3	89.9	-2.7	-2.9	3.0	0.1	7.8	6.1
COC(=O)C1=CN(c2ccc(F)c(F)c2)C=C(C(=O)OC)C1c1ccc([N+](=O)[O-])cc1
  96.0	-3.5	107.5	-4.4	-5.3	1.0	4.1	4.3	5.5
O=C(NCCN1CCOCC1)c1cc(-c2cccc(O)c2)on1
  116.1	-1.4	106.2	0.2	9.1	0.0	5.5	-1.1	1.1
COc1ccc(C2=NN(C(=O)c3cccs3)C(c3ccccc3OC)C2)cc1OC (centres undefined)
  102.8	-2.2	102.3	-7.7	0.4	2.0	0.3	7.5	10.0
O=C(/C=C/c1ccccc1O)c1ccc(Cl)cc1
  82.8	-1.6	94.3	-0.3	-2.4	0.0	3.2	0.6	4.6
Cc1nn(CC(=O)OCC(=O)c2ccc(OC(F)F)cc2)c(C)c1[N+](=O)[O-]
  100.5	nt	96.3	nt	-15.4	18.0	5.2	-1.3	-0.6
CCOC(=O)N1CCN(S(=O)(=O)c2ccc(C(=O)NNc3nc4c(C)cc(C)cc4s3)cc2)CC1
  113.7	10.6	105.2	0.5	-30.3	0.0	0.2	-1.6	2.2
CCOC(=O)N1CCN(C(=O)CSCc2ccccc2Cl)CC1
  98.0	3.4	101.2	1.1	7.9	2.0	10.1	7.9	-1.1
COc1cccc(OC)c1C(=O)Nc1cccc(-c2ccc(N3CCOCC3)nn2)c1
  84.1	0.5	98.5	-2.9	1.6	0.0	-3.1	2.1	3.5
CCn1cnc2cc(NCc3cccs3)ccc21
  102.4	1.1	103.8	-4.1	5.2	1.0	3.1	1.6	6.0
COc1ccc(NS(=O)(=O)c2cc(NC(=O)c3cnccn3)ccc2N2CCCC2)cc1
  108.1	2.0	107.0	0.3	13.8	3.0	4.0	3.2	2.6
Cc1nc(-c2cc(C#N)c(=O)[nH]c2C)cs1
  102.3	0.5	105.6	-0.7	1.3	2.0	5.2	1.5	3.2
c1ccc(CCSc2nccn2-c2ccccc2)cc1
  86.0	3.6	89.5	-0.4	3.1	2.0	8.9	-1.9	3.7
O=C(CCCN1C(=O)c2ccccc2C1=O)Nc1ccc(S(=O)(=O)N2CCCCC2)cc1
  96.0	3.4	99.6	0.5	-3.0	3.0	8.3	-8.2	-1.3
COc1ccc(NC(=O)c2ccco2)cn1
  101.3	-0.1	96.5	-13.5	-0.1	2.0	59.5*	75.5*	70.3*
S=C(Nc1ccccc1)Nc1nc2ccccc2n1CCOc1ccccc1
  99.5	-2.5	104.3	1.9	-9.2	2.0	0.2	4.8	3.3
CC1Sc2ccc(C(=O)NCc3ccccc3Cl)cc2NC1=O (centres undefined)
  89.4	nt	94.1	nt	8.9	1.0	5.4	nt	nt
COc1ccc(NC(=S)NCc2ccc(S(N)(=O)=O)cc2)c(OC)c1
  105.4	1.9	102.9	-0.7	10.6	0.0	-1.3	10.5	4.5
COc1ccc(CNc2cc(NCCCO)c([N+](=O)[O-])c3nonc23)cc1
  109.9	1.8	110.2	0.0	7.6	4.0	3.7	-1.6	-1.8
COc1cc(/C=C2/C(=O)NN(c3ccc(Cl)cc3)C2=O)cc(Br)c1O
  100.8	1.5	96.4	0.8	-3.3	7.0	1.5	-47.9	-49.7
Cc1ccc(N2CCN(CC3CC=CCC3)CC2)cc1 (centres undefined)
  102.8	1.6	108.9	-1.0	5.9	0.0	0.9	-2.4	4.7
CSc1cccc(NC(=O)Nc2nc3c(C)cccc3s2)c1
  88.2	-5.3	97.9	0.5	11.7	0.0	-3.6	10.0	0.1
COc1ccc(NC(=O)c2cc(-c3ccco3)nc3ccccc23)cc1
  94.7	-3.3	109.4	nt	6.0	2.0	0.7	3.2	4.6
O=C(NCCc1ccccn1)c1c(-c2ccccc2)sc2ccccc12
  91.1	nt	96.8	nt	8.8	0.0	-1.5	nt	nt
COc1ccc(C(NC(=O)c2cc(OC)ccc2OC)c2ccccc2)cc1 (centres undefined)
  99.2	-1.6	100.5	2.5	-3.0	1.0	-2.9	-3.0	0.3
CCn1c(SCC(=O)N2CCOCC2)nc2sc3c(c2c1=O)CCCC3
  87.7	7.9	92.8	0.9	12.2	0.0	-2.9	1.6	6.1
COc1ccc(OCCC(=O)c2ccc(OC)cc2)cc1
  93.8	3.9	103.8	3.1	1.8	2.0	1.2	9.3	3.2
CN(C)CCN(C(=O)c1ccc2c(c1)OCCO2)c1nc2cc3c(cc2s1)OCO3
  98.5	-2.8	105.7	0.1	6.3	0.0	0.3	4.6	7.5
O=C(Nc1ccccc1-c1ccccc1)c1cc(C(F)(F)F)cc(C(F)(F)F)c1
  103.9	-4.8	101.9	1.9	9.8	0.0	2.4	-2.4	1.3
Cc1cc2[nH]c(=O)c(=O)[nH]c2cc1S(=O)(=O)NCc1ccccc1
  93.0	1.4	17.8	0.8	10.6	2.0	-6.5	5.0	2.9
Cc1nn(-c2ccccn2)c2nc(-c3cccs3)cc(C(=O)N3CCOCC3)c12
  95.6	-0.3	102.6	-2.0	13.8	0.0	-6.9	4.1	6.6
Cc1c(C)n2c(SCC(=O)Nc3cccc4ccccc34)nnc2[nH]c1=O
  102.5	2.3	110.7	-0.6	-5.9	2.0	-1.1	1.6	5.1
CNC(=O)c1ccc(Nc2nnc(C)c3ccccc23)cc1
  104.5	1.9	nt	0.5	9.8	1.0	1.9	4.5	8.3
Cc1ccccc1C(=O)Nc1ccccn1
  107.3	2.1	101.1	0.3	-6.8	1.0	-0.3	2.0	2.1
COc1ccc(-c2ccc(-c3nnn(CC(=O)N4CCOCC4)n3)cc2)cc1
  106.1	-2.2	111.8	-1.9	-2.9	0.0	-5.1	3.3	4.9
CCOC(=O)c1ccc(NC(=O)COc2ccccc2CNCCc2ccccc2)cc1
  94.8	1.9	99.2	0.2	13.5	0.0	-0.9	3.5	5.8
CNc1nc(N)c([N+](=O)[O-])c(NCCO)n1
  106.1	3.0	102.3	-0.3	1.3	3.0	1.2	9.2	14.0
O=[N+]([O-])c1cc2c(cc1CN1CCN(c3ccc(F)cc3)CC1)OCO2
  101.5	-0.4	102.9	0.9	-3.1	1.0	-2.2	16.4	13.1
O=C(COc1ccccc1-c1ccccc1)NNC(=O)NC1CCCCC1
  100.8	1.1	102.0	-0.2	-1.2	2.0	-7.8	4.7	2.1
COc1ccccc1N1CCN(C(=O)C(Sc2ccccc2)c2ccccc2)CC1 (centres undefined)
  ?	-3.5	nt	0.8	4.6	0.0	3.9	4.0	3.4
CC1CCCN(C(C(=O)Nc2ccc3c(c2)OCCO3)c2ccccc2)C1 (centres undefined)
  99.7	1.2	99.1	3.6	10.2	0.0	11.5	7.2	4.8
COc1ccc(C(C)(C)C)cc1NC(=O)c1ccc2c(c1)SC1=NS(=O)(=O)CCN12
  nt	-1.7	95.7	1.9	-1.3	0.0	2.3	-8.5	1.5
COc1ccc(/C(C)=N/NC(=O)c2sccc2-n2cccc2)cc1
  91.7	1.4	87.6	-1.6	17.3	5.0	-6.7	-0.2	5.1
CCOC(=O)N1CCN(C(=O)CSCc2nc(-c3ccccc3C)oc2C)CC1
  95.0	-0.9	99.7	-0.1	0.8	0.0	-1.8	12.2	2.1
Cc1ccc(Cl)cc1NC(=O)CN1CCOCC1
  98.4	1.3	103.7	-0.8	0.3	2.0	-10.3	1.9	7.6
COc1ccc(C(=O)CN2C(=O)c3ccccc3C2=O)c(OC)c1C
  91.8	2.7	98.1	1.4	6.3	0.0	4.6	-0.4	-0.3
CCSC(=Nc1ccccc1)C1=C(O)COC1=O
  105.8	3.4	102.6	-0.6	6.4	4.0	-4.9	4.3	5.8
O=C(Nc1cccnc1)c1ccc(Cl)c([N+](=O)[O-])c1
  105.5	0.8	113.7	-0.3	5.8	0.0	-3.8	-1.2	3.3
COc1ccc(Cl)c(NC(=O)NCCN2CCN(c3ccccc3)CC2)c1
  90.0	-4.5	93.7	3.6	1.7	0.0	-6.5	-4.5	-7.7
COc1cc(C(=O)NNC(=O)CSc2nnc3ccccn23)cc(OC)c1OC
  102.1	nt	101.4	nt	13.9	0.0	4.1	-3.2	0.9
C=C(C)Cn1c(-c2cccc([N+](=O)[O-])c2)n[nH]c1=S
  88.5	2.3	87.2	1.5	8.5	3.0	-1.8	-19.9	-21.1
CC(C)(C)c1cc(CN2CCN(CCC#N)CC2)cc(C(C)(C)C)c1O
  105.0	-3.0	99.3	0.4	2.5	0.0	-1.3	1.9	7.2
CCN(CC)c1ncnc2ccc(Br)cc12
  92.0	-2.8	96.1	-3.0	3.5	0.0	-1.1	-7.4	-4.3
Cc1ccccc1C(=O)Nc1ccc(C(=O)N/N=C/c2ccc(O)c(Br)c2)cc1
  118.1	1.7	103.0	2.2	0.6	0.0	1.9	0.3	0.3
Cn1cnc(S(=O)(=O)N2CCN(c3cccc(C(F)(F)F)c3)CC2)c1
  99.9	11.0	98.7	1.9	-7.0	2.0	-1.1	-2.5	-1.9
COc1ccccc1/C=C1\SC(=S)N(CCC(=O)NCCc2ccc(O)cc2)C1=O
  99.8	-12.8	102.1	1.5	-1.3	0.0	0.8	4.8	-0.8
O=C(C1CC(=O)N(c2ccc3c(c2)OCCO3)C1)N1CCN(Cc2ccccc2F)CC1 (centres undefined)
  101.5	nt	108.2	nt	-3.7	1.0	1.3	4.1	3.0
O=C(CN1C(=O)CSC1=O)Nc1ccccc1F
  95.5	-3.1	98.8	-1.5	2.0	0.0	-5.5	-2.9	-3.4
COC(=O)CSc1nc2c(cnn2-c2ccc(F)cc2)c(=O)[nH]1
  100.4	-6.2	90.5	-2.8	4.2	2.0	0.7	3.1	5.2

No enrichment for hits. About 2.2% of those tested had a hit in this group.
